EBNA-1 inh = blocks EBNA-1 binding to DNA. EBNA-1 DNA binding, fluorescence polarization. inhibition, % at 14.8 µM. 0.34% of 300,000 active. AID 1950; in the data active means inhibition above about 28%
proCasp7 act = counter-screen for procaspase-3 activators: activators of human procaspase-7; P55210; recombinant procaspase-7, Ac-DEVD-pNA absorbance 405 nm; D23A/D198A/D206A triple mutant, cannot self-cleave; scale: DMSO 0, 5 µM enzyme 100; activation, % at 8.5 µM; 0.093% of 330,000 active;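 active means percent activation above the screen-wide mean plus 3 SD, cut at about 25% in these data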
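Material: Procaspase-7 triple mutant (PC-7 D3A) | Quantity: 2 µM procaspase-7 mutant as dispensed | Reagent: DEVD-pNA substrate | Times: 1 h preincubation, 2 h reaction | Technique: 405 nm absorbance of p-nitroaniline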
proCasp3 act = activates human procaspase-3; P42574; 0.11% of 330,000 active; recombinant procaspase-3 D3A, Ac-DEVD-pNA absorbance 405 nm; activation, % at 8.5 µM;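 active means activation above the mean of all tested compounds plus 3 SD, cut at about 21% in these data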;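 further: 0% = DMSO alone and 100% = DMSO wells spiked with extra 5 µM PC-3 D3A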
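Assay system: Autoprocessing-dead procaspase-3 D3A mutant enzyme; also added: Ac-DEVD-pNA; doses: one concentration, 8.5 µM nominal, 0.8% DMSO; times: 1 h compound preincubation, 2 h substrate hydrolysis at 25 °C; technique: 405 nm absorbance of p-nitroaniline, reads at 0 and 120 min; measure: % activation between DMSO and enzyme-spiked controls; repeats: single replicate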
MEP2 TOR yeast = alters MEP2-GFP fluorescence in TOR pathway yeast screen; 0.51% of 330,000 active; GFP response vs DMSO, % at 10 µM; S. cerevisiae MEP2-GFP strain, flow cytometry GFP, 3 h; 100% = DMSO control level; AID 2016;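 active means GFP response versus DMSO above a set limit, roughly screen mean plus 3 SD, cut at about 180% in these data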;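 further: median GFP fluorescence of the barcode-gated MEP2-GFP cells per well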
ZTA counter = ZTA (EBV) inhibition in EBNA-1 counter-screen; P03206; ZTA-DNA binding, fluorescence polarization; inhibition, % at 11 µM; 0.15% of 320,000 active; in the data active means inhibition above about 33%
LAP4-GFP MLPCN = yeast TOR pathway LAP4-GFP modulation. S. cerevisiae LAP4-GFP multiplex, flow cytometry GFP, 3 h; median GFP as percent of DMSO wells. AID 2023. 0.34% of 320,000 active. GFP response vs DMSO, % at 10 µM;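 active means GFP response vs DMSO above a set limit, about the screen mean plus 3 SD, cut at about 150% in these data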
AHR activator = activates the human aryl hydrocarbon receptor; P35869; AHR-responsive luciferase reporter cells, luminescence; activation, % at 5 µM; 2.5% of 320,000 active; AID 2796; in the data active means activation above about 47%;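 further: 0% = vehicle wells and 100% = reference agonist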
RPL19A-GFP yeast = alters RPL19A-GFP fluorescence in TOR pathway yeast screen. S. cerevisiae RPL19A-GFP strain, flow cytometry, 3 h; active compounds read low. percent response vs DMSO, % at 10 µM. 0.3% of 330,000 active. AID 2025;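 active means percent response vs DMSO below 50%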;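 further: median channel GFP fluorescence of the barcoded RPL19A-GFP strain; ratio of sample median GFP to plate DMSO average so 100% = DMSO; lower means less RPL19A-GFP as with rapamycin TOR inhibition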
An asterisk follows results filed as active; [ ] = remark or other dose.

SMILES | EBNA-1 inh | proCasp7 act | proCasp3 act | MEP2 TOR yeast | ZTA counter | LAP4-GFP MLPCN | AHR activator | RPL19A-GFP yeast
Clc1ccccc1-c1nc(-c2ccccc2)n[nH]1 | 0.8 | -7.1 | 1.1 | 116.2 | 7.1 | 99.5 | 66.3* | 114.3
COc1ccc(O)c(/C=N/NC(=O)CCC(=O)Nc2ccc(C)cc2)c1 | 49.7* | -12.1 | -0.5 | 92.9 | 10.4 | 90.2 | 3.2 | 100.3
Cc1c(C)c2ccc(OCC(=O)NC3CCN(Cc4ccccc4)CC3)c(C)c2oc1=O | 4.7 | -4.2 | 7.9 | 103.2 | 1.5 | 101.3 | -0.5 | 99.8
Nc1nc(NCc2ccccc2)nc(Nc2ccc(F)cc2)c1[N+](=O)[O-] | 0.6 | 6.8 | 2.5 | 106.4 | -15.4 | 101.0 | 103.3* | 104.9
CCOC(=O)/C(=N\Nc1cccc(C(F)(F)F)c1)N1CCOCC1 | 8.8 | 8.7 | 1.0 | 103.0 | 2.1 | 95.2 | 4.9 | 103.1
Cc1cccc(C)c1OCc1cc(C(=O)N2CCN(c3ccc(F)cc3)CC2)no1 | -9.6 | -0.8 | 2.3 | 105.4 | 7.9 | 94.0 | 15.8 | 105.2
CCOc1ccccc1NC(=O)c1cccc(NC(=O)C(C)C)c1 | 1.5 | 0.1 | 13.1 | 107.4 | -21.4 | 113.3 | -12.6 | 106.6
O=C(CSCc1nc2ccccc2[nH]1)Nc1ccc(Oc2ccccc2)cc1 | 1.4 | -2.1 | 1.5 | 109.4 | -12.3 | 96.5 | 13.0 | 102.1
CCn1cc(CNC(=O)/C=C/c2ccc([N+](=O)[O-])cc2)c(C)n1 | 8.1 | -3.3 | 12.7 | 98.7 | -9.8 | 90.8 | -0.2 | 90.1
O=c1cc(CO)oc(C(Nc2ccccn2)c2cccc(F)c2)c1O (stereo not given) | 11.0 | -3.0 | -3.8 | 104.0 | 19.4 | 99.3 | 0.7 | 102.1
Cc1cccc(C(=O)OC(C)CN2C(C)CCCC2C)c1 (stereo not given) | -17.3 | 8.7 | -8.4 | 102.9 | -5.0 | 86.2 | 0.7 | 100.3
CC(NC(=O)CCN1C(=O)c2ccccc2C1=O)c1ccccc1 (stereo not given) | -5.4 | 17.1 | 0.3 | 98.0 | -5.7 | 89.7 | 6.2 | 102.2
CC(C)c1nnc(NC(=O)C2CCN(C(=O)Nc3ccccc3)CC2)s1 | 3.2 | -0.4 | 3.0 | 100.7 | 1.6 | 99.3 | -0.7 | 98.7
COCCCNC(=O)c1cc(C(=O)c2c(-c3c(Cl)cccc3Cl)noc2C)c[nH]1 | -9.9 | -1.0 | -11.9 | 97.5 | 5.9 | 105.5 | 15.7 | 99.4
CC1(C)SC(=S)N(/N=C/c2cccnc2)C1N(O)C(=O)NC1CCCCC1 (stereo not given) | -3.2 | 3.9 | -11.3 | 91.6 | 1.0 | 105.1 | 0.3 | 97.5
COc1ccc(/C=N/Nc2ccc([N+](=O)[O-])cc2)cc1O | 9.1 | -16.9 | -7.2 | 103.5 | 10.7 | 119.7 | 6.7 | 95.3
Cc1cn(-c2cc(C(=O)Nc3ccc(C)c(NC(=O)N4CCNC4=O)c3)cc(C(F)(F)F)c2)cn1 | 8.9 | -5.7 | -1.9 | 96.7 | -10.4 | 122.3 | -0.6 | 95.0
CCOc1ccc(CCNC(=O)c2ccc3c(=O)[nH]c4c(C(=O)NC(C)C)sc(=S)n4c3c2)cc1 | 2.1 | -4.7 | 2.9 | 104.2 | -19.1 | 93.1 | 1.1 | 99.0
CCOC(=O)NNC(=O)c1[nH]c2ccc(Br)cc2c1-c1ccccc1 | -9.2 | 13.3 | -13.4 | 103.1 | 5.7 | 104.6 | 3.5 | 104.7
O=C(O)CC(NCc1ccco1)C(=O)OCCCl (stereo not given) | 5.8 | 0.7 | -1.2 | 104.2 | 4.7 | 102.4 | 11.3 | 103.5
NC(=O)COc1ncnc2scc(-c3ccc(F)cc3)c12 | -7.2 | 3.2 | 3.1 | 160.3 | -19.0 | 128.7 | 4.1 | 98.5
CCOC(=O)C1=C(CC)Nc2ccccc2N=C1NC(=O)Nc1ccc(Cl)c(Cl)c1 | 6.9 | 9.4 | -1.4 | 103.2 | 12.8 | 97.2 | 26.9 | 98.8
COCCCn1c(CCC(=O)O)ccc1-c1cccs1 | -22.8 | 0.9 | -5.2 | 103.8 | -5.4 | 104.6 | 5.2 | 103.0
N/C(=N\OC(=O)c1ccc(F)cc1)c1ccc(Br)cc1 | -1.0 | 1.1 | -2.8 | 102.2 | 10.3 | 107.0 | 52.2* | 110.1

Some of these compounds in order of number of heavy atoms, highest first:
SMILES | EBNA-1 inh | proCasp7 act | proCasp3 act | MEP2 TOR yeast | ZTA counter | LAP4-GFP MLPCN | AHR activator | RPL19A-GFP yeast
CC(C)c1nnc(NC(=O)C2CCN(C(=O)Nc3ccccc3)CC2)s1 | 3.2 | -0.4 | 3.0 | 100.7 | 1.6 | 99.3 | -0.7 | 98.7
CCOC(=O)/C(=N\Nc1cccc(C(F)(F)F)c1)N1CCOCC1 | 8.8 | 8.7 | 1.0 | 103.0 | 2.1 | 95.2 | 4.9 | 103.1
CCn1cc(CNC(=O)/C=C/c2ccc([N+](=O)[O-])cc2)c(C)n1 | 8.1 | -3.3 | 12.7 | 98.7 | -9.8 | 90.8 | -0.2 | 90.1

(further entries)
SMILES | EBNA-1 inh | proCasp7 act | proCasp3 act | MEP2 TOR yeast | ZTA counter | LAP4-GFP MLPCN | AHR activator | RPL19A-GFP yeast
Cc1c(Br)c(C(N)=O)nn1C | 8.5 | 5.4 | 12.2 | 104.8 | -9.3 | 102.0 | 3.5 | 100.4
COc1ccc(CN2CCN(c3ncccn3)CC2)c(OC)c1 | -3.0 | -4.0 | 5.7 | 103.1 | -1.6 | 101.1 | 0.5 | 102.9
CCCNC(=O)c1ccc(COc2ccc(C)cc2)o1 | -7.8 | -5.5 | -11.0 | 104.0 | -8.9 | 98.5 | 6.9 | 99.9
COc1ccc(CCC(=O)Nc2ccc3c(c2)OCO3)cc1OC | -12.6 | 3.1 | 0.9 | 106.8 | -19.3 | 95.3 | -1.8 | 101.2
CCOC(=O)C1CCCN(C(=O)c2ccc3c(c2)N(Cc2ccccc2)C(=O)c2ccccc2S3=O)C1 (stereo not given) | 0.6 | -1.3 | -0.4 | 98.3 | -1.7 | 88.3 | -1.4 | 105.6
CCNc1nc(OC)nc(SCC(N)=O)n1 | -1.9 | 6.2 | 5.5 | 108.1 | -9.8 | 100.1 | 1.4 | 106.9
O=c1c2ccccc2nc(COc2ccccc2)n1/N=C/c1ccc(O)cc1O | -13.0 | -103.3 | -114.7 | 106.8 | 6.5 | 105.7 | 0.7 | 109.6
COc1ccc(C(=O)CCNc2ccc(C)c(Cl)c2)cc1 | -0.3 | -5.4 | 9.8 | 112.4 | -15.4 | 98.2 | 40.2 | 103.3
COc1ccc(S(=O)(=O)N2CCN(C(=O)c3c(C)nn(-c4ccccc4)c3Cl)CC2)cc1 | -14.8 | 10.3 | 3.5 | 520.8*[may fluoresce violet] | 1.3 | 97.2[may fluoresce violet] | -0.9 | 18.8*[may fluoresce violet]
CC(c1ccccc1)N1C(=O)c2ccc(C(=O)Nc3ccccc3C(=O)O)cc2C1=O (stereo not given) | 2.3 | 1.2 | 1.4 | 106.1 | 13.2 | 87.0 | 3.2 | 104.3
COc1cc(-c2nc3ccc4ccccc4c3c3c2CCC3)ccc1O | -7.1 | -2.6 | -6.5 | 85.5 | -2.3 | 93.1 | 71.6* | 86.7
CC(C)C(CCN1C(=O)c2ccccc2C1=O)c1ccco1 (stereo not given) | 5.0 | 17.2 | 13.1 | 96.6 | -1.2 | 112.4 | -1.6 | 96.4
Cc1nn(Cc2ccccc2)c(C)c1NC(=O)c1noc2c1CCc1ccccc1-2 | -1.2 | 4.2 | 8.0 | 98.8 | -13.9 | 109.7 | -10.2 | 95.8
COc1cccc(Cn2cccc(NC(=O)Nc3ccc(C#N)cc3)c2=O)c1 | -3.4 | -3.3 | -5.5 | 103.0 | -9.3 | 100.7 | -6.9 | 101.6
CCOC(=O)c1c(C)n(C)c2ccc(OC(C)C(=O)OC)cc12 (stereo not given) | -12.2 | 14.0 | 4.5 | 84.9 | 10.1 | 89.2 | 1.1 | 93.4
Cc1ccc(S(=O)(=O)NNC2=NCCCCC2)cc1 | 2.9 | 7.9 | -1.8 | 99.1 | -14.4 | 95.5 | -0.2 | 94.9
CC(C)C(=O)Nc1c(-c2ccccc2F)c(=O)c2ccccc2n1C | -23.3 | 2.2 | 3.0 | 99.4 | -9.7 | 86.8 | 8.3 | 101.5
CN(C)c1ccc(C(=O)N(Cc2ccccc2)Cc2ccccc2)cc1 | 8.5 | 11.2 | 8.4 | 104.0 | 8.5 | 80.0 | -0.3 | 110.3
Cc1ccc(C(=O)c2ccccc2C(=O)O)s1 | -4.6 | 7.6 | -1.9 | 100.0 | 2.1 | 100.2 | -1.2 | 99.1
COc1ccc(/C=C/C(=O)NC(=S)NNC(=O)c2ccco2)cc1 | -3.8 | -4.6 | -0.3 | 106.8 | -17.3 | 102.7 | 3.6 | 102.9
O=C1NC(=O)C(CC(=O)N(Cc2ccco2)C2(C(=O)NC3CCCC3)CCCCC2)N1 (stereo not given) | -20.0 | 4.9 | 3.6 | 99.2 | 1.9 | 86.7 | 1.1 | 102.0
COc1cccc(OC)c1C(=O)N1CCN(S(=O)(=O)c2ccc(C)cc2)CC1 | -9.3 | 3.2 | 0.5 | 98.3 | -12.3 | 99.9 | 2.6 | 98.3
O=[N+]([O-])c1ccc(Sc2nccn2Cc2ccccc2)cc1 | -10.8 | 8.4 | -1.7 | 103.3 | 5.1 | 110.2 | -5.4 | 99.2
O=C(N[C@@H](Cc1ccccc1)C(=O)OCc1ccccc1)c1nc[nH]c1C(=O)N[C@@H](Cc1ccccc1)C(=O)OCc1ccccc1 | 8.4 | 2.8 | 4.1 | 93.0 | -5.4 | 132.6 | -1.3 | 97.3
COc1ccc(S(=O)(=O)Nc2ccc(Oc3ccsc3C(=O)O)cc2)cc1 | -1.1 | 2.5 | 5.7 | 110.6 | 0.0 | 96.1 | -0.6 | 95.2
CCOC(=O)C1=C(C)N(C)C(C)=C(C(=O)OCC)C1c1ccncc1 | 2.0 | 14.2 | -0.5 | 103.1 | -8.4 | 101.5 | 4.4 | 99.0
COc1ccc(-c2oc3cccnc3c2-c2ccc(OC)nc2)cc1 | 5.9 | -1.0 | 2.8 | 94.9 | 4.8 | 115.0 | 44.9 | 96.1
Cc1onc(-c2ccccc2)c1C(=O)N1CCOCC1 | -1.4 | 9.8 | -2.2 | 99.6 | 4.7 | 101.9 | 0.1 | 98.8
Cc1cc(C(=O)NCCc2ccc(Cl)cc2)n(-c2ccccc2)n1 | -4.7 | 13.0 | 3.8 | 100.6 | 11.9 | 112.8 | 6.2 | 98.3
O=C(COc1cccnc1[N+](=O)[O-])N1CCN(S(=O)(=O)c2ccc3ccccc3c2)CC1 | 5.6 | 3.2 | -0.3 | 98.4 | -21.6 | 94.0 | -1.4 | 98.5
O=C(CN1CCCC1)Nc1ccc(F)cc1 | -13.6 | -4.7 | -2.9 | 105.5 | 6.4 | 103.5 | 4.2 | 93.4
C=CCn1c(C)cc(C(=O)COC(=O)/C=C/c2cccc(OC)c2)c1C | -2.8 | 1.2 | -2.6 | 97.3 | -5.4 | 126.7 | -3.9 | 92.7

Limited to AHR activator, for 5 of the compounds above:
Molecule,AHR activator
O=C(COc1cccnc1[N+](=O)[O-])N1CCN(S(=O)(=O)c2ccc3ccccc3c2)CC1,-1.4
COc1ccc(S(=O)(=O)Nc2ccc(Oc3ccsc3C(=O)O)cc2)cc1,-0.6
COc1ccc(-c2oc3cccnc3c2-c2ccc(OC)nc2)cc1,44.9
C=CCn1c(C)cc(C(=O)COC(=O)/C=C/c2cccc(OC)c2)c1C,-3.9
O=C(CN1CCCC1)Nc1ccc(F)cc1,4.2
